High-throughput results (PubChem BioAssay)
KCNH2 WT inh – KCNH2 (human, wildtype) channel inhibition | Q12809 | U2OS, BacMam KCNH2, thallium flux FluxOr; active compounds read low | activity change, % at 1.84 µM | 340,000 compounds, 0.37% hits;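 active means maximum activity change below -70%; inconclusive means maximum activity change between -70% and -50%; inactive means maximum activity change above -50%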; further: on the % scale 0 is the no-effect control and ±100 the full control effect
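U2OS cells transduced with wild-type KCNH2 virus are loaded with FluxOr dye for 45 min, and thallium flux is measured in kinetic reads before and after stimulation buffer. Rate constants are normalized to DMSO controls.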
TRPV1 ag – activates the human vanilloid receptor TRPV1 | Q8NER1 | TRPV1-expressing cells, Fluo-8 calcium influx, agonist mode | activation, % at 8.33 µM | 320,000 compounds, 0.19% hits | AID 540275; in the data active means activation above about 80%; inconclusive means between about 30% and that limit; further: 0% is about no effect
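Cells expressing TRPV1 were dye-loaded with Fluo-8 and read kinetically: 10 s baseline, 3 min after compound (agonist portion), then 2 min after EC20 capsaicin (allosteric enhancer portion). Calcium-bound dye fluorescence at 480/520 nm.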
KCNH2 3.1 inh – KCNH2 3.1 (human) potassium channel inhibition; AID 720553; activity change, % (tested at about 1.8 µM); 340,000 compounds, 0.95% hits; U2OS KCNH2 3.1, thallium flux FluxOr; active compounds read low;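 active means maximum activity change below -70%; inconclusive means maximum activity change from -70% to -50%; inactive means maximum activity change above -50%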;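 further: thallium influx rate constant from kinetic fluorescence after stimulation buffer; on the % scale 0 is the no-effect control and ±100 the full control effect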
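FluxOr-based Tl+ influx in U2OS cells transduced with KCNH2 3.1 virus; rate constants normalized to DMSO controls.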
Eya2 phos inh – inhibitors of human Eya2 phosphatase activity. AID 488837. 330,000 compounds, 0.006% hits. Potency, µM (series often up to 76.9 µM), inactives show at the highest dose activity, negative = inhibition, most hits filed as inhibitors. recombinant Eya2, OMFP fluorescence dephosphorylation (OMFP is methylfluorescein phosphate). O00167; further: potency means the concentration at half of the fitted maximal effect; on the % scale 0 is the no-effect control and ±100 the full control effect
Target sequence (O00167 whole entry, looked up): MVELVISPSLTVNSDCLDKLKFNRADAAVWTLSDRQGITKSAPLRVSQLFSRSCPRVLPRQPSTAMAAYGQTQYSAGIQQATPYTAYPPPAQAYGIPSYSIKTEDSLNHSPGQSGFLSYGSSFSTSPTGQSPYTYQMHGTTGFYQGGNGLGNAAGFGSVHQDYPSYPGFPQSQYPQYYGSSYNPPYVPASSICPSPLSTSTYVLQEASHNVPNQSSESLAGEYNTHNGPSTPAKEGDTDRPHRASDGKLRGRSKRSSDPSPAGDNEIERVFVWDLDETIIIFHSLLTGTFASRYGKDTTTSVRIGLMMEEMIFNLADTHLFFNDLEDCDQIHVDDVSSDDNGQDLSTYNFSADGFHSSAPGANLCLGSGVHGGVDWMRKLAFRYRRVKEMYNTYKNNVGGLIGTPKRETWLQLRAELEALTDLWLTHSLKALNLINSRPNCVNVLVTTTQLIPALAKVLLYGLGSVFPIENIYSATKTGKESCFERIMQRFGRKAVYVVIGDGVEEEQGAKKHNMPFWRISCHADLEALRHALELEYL
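Eya2 (0.2 uM) preincubated 10 min at ambient with compound, then OMFP substrate added at 50 uM; 10 min reaction in 50 mM HEPES pH 7.5, 50 mM NaCl, 5 uM MgCl2, 0.05% BSA, 1 mM DTT. Fluorescence read at Ex 485/Em 525 nm.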
ELG1 DNA repair – blocks ELG1-dependent DNA repair in HEK293T cells | Potency, µM (titrated, usually from 46.1 µM), for the others: top-dose activity change, negative = inhibition, most hits filed as inhibitors | 330,000 compounds, 2.3% hits | AID 504467 | HEK293T ELG1-luciferase reporter, luminescence, 16 h; DNA damage induced by 5-fluorouridine; further: potency means the concentration at half of the fitted maximal effect; on the % scale 0 is the no-effect control and ±100 the full control effect; nearly all actives have a fitted effect of over 55% in size
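In this reporter screen, reduction of luminescence relative to DMSO vehicle indicated activity. Compounds and 5-fluorouridine were added together to 2,000 cells per well, incubated for 16 hr at 37 °C, then developed with ONE-Glo.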
TCR activator – activators of T cell receptors; 330,000 tested, under 10 active; primary human leukocytes, anti-CD3, IL-2 HTRF, 48 h; Potency, µM (series often up to 9.22 µM), without a hit: top-dose activation of IL-2 secretion, most hits filed as activators; further: % of control where 0% means no effect
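Primary human leukocytes incubated 48 hr with anti-CD3 beads plus compound, without co-stimulation. Secreted IL-2 measured by HTRF (europium cryptate/d2 anti-IL-2 pair, 320 nm excitation, 665 nm emission).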
USP2a block – blocks human ubiquitin-specific protease USP2a; Potency, µM (titrated, usually from 38.3 µM), for inactives: at the top dose activity change, negative = inhibition, actives largely listed as inhibitors; 330,000 compounds, 0.01% hits; USP2 core, Ub-CHOP2 coupled fluorogenic reporter, 485/531; O75604;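 further: potency means the concentration at half of the fitted maximal effect; plate controls were DMSO wells for no effect and full inhibition by NEM control for full effect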
Target sequence (O75604 whole entry, looked up): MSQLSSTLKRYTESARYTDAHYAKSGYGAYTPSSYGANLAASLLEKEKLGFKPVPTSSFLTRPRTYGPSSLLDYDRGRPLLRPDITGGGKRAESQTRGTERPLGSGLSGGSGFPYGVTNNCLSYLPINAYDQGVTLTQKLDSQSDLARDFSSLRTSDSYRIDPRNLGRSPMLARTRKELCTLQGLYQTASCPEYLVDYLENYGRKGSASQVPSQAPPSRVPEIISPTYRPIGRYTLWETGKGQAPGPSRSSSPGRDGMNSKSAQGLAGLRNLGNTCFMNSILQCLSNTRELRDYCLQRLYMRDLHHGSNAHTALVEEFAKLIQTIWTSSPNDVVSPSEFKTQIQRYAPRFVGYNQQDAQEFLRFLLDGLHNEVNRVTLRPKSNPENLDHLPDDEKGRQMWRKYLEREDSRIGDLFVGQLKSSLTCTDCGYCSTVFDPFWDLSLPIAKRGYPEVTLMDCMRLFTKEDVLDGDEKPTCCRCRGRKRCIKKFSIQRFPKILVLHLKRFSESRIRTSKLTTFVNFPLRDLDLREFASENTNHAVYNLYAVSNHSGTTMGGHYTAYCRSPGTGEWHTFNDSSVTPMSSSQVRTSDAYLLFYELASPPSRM
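Deubiquitinase activity read as fluorescence (485/531 nm) after Ub-CHOP2 cleavage activates the enterokinase reporter on its substrate; USP2 core 10nM, Ub-CHOP2 and substrate 25nM each, 30min compound preincubation then 60min RT; data normalized to NEM, curves fitted.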
Mito fusion act – blocks mitochondrial division or promotes mitochondrial fusion; S. cerevisiae fusion-defective mutant growth rescue, CellTiterGlo 48 h; Potency, µM (doses to about 46.1 µM), for inactives: at the top dose growth rescue (activation), usual class: activators; 320,000 compounds, 0.23% hits; AID 485298;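 further: potency means the concentration at half of the fitted maximal effect; % of control where 0% means no effect; nearly all actives have a fitted effect of over 45% in size; temperature-sensitive fusion mutants such as fzo1-1 at 37 °C on non-fermentable ethanol glycerol medium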
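Temperature-sensitive fusion-defective S. cerevisiae (e.g. fzo1-1, mgm1-5) were grown with compound in YPEG medium (3% ethanol, 3% glycerol) for 48 hours at 37C. Growth rescue was measured as viability by CellTiterGlo luminescence after 10 minutes at ambient.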
A-T KAP1 phos – potential ataxia-telangiectasia treatments restoring KAP-1 phosphorylation; […] A-T fibroblasts, KAP-1 phosphorylation AlphaLISA; neocarzinostatin DNA damage 30 min before lysis; Potency, µM (doses to about 57.5 µM), for the others: at the top dose activation, usual class: activators; 320,000 compounds, 0.19% hits; AID 485349; further: potency means the concentration at half of the fitted maximal effect; % of control where 0% means no effect; nearly all actives have a fitted effect of over 45% in size
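hTERT-immortalized A-T patient fibroblasts ([…]), 500 cells/well in OPTI-MEM, 1% FBS, got compounds for 60 min, then NCS for 30 min at 37C. Lysates were then assayed for phospho-KAP-1 by AlphaLISA (anti-pKAP1 donor, anti-KAP1 acceptor beads), 6 hr at 25C.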
TSHR antagonist – human thyrotropin receptor antagonism; P16473; TSHR-expressing cells, TSH-stimulated cAMP HTRF, 2 h; active compounds read low; activity change, negative = inhibition, % at 11.5 µM; 330,000 compounds, 0.2% hits; AID 504810;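 active means activity change below a set negative limit, meaning inhibition stronger than a set level, cut at about -70% in these data; inconclusive means activity change between two set negative limits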; further: on the % scale 0 is the no-effect control and ±100 the full control effect
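Inhibition of cAMP made by TSHR-expressing cells under TSH stimulation (4nM final, EC80; 2 h, 37 deg C) is quantified with a one-step lysis HTRF kit, anti-cAMP cryptate versus cAMP-d2.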
Starred values were filed as active, the others as inactive; ? = inconclusive; . = not tested or not shown; [ ] = dose if it differs, or a comment. Unless noted, the call rests on the fitted dose curve; in most records, active means well fitted curve in the direction sought with a large enough effect; inconclusive means small, poorly fitted or top-dose-only effect, or another doubt; inactive means no such curve, though single readings can be large; an effect the other way counts as inactive or inconclusive. This is a subset (hit frequency here may not be typical).

SMILES	KCNH2 WT inh	TRPV1 ag	KCNH2 3.1 inh	Eya2 phos inh	ELG1 DNA repair	TCR activator	USP2a block	Mito fusion act	A-T KAP1 phos	TSHR antagonist
Cc1nc(SCc2nc3ccccc3[nH]2)c2oc3ccccc3c2n1	-16	22	-9	12%	18µM*	-2%	-10%	2%	3%	5
CC(=O)c1cc(-c2ccccc2)n(CC(=O)Nc2cc(C)cc(C)c2)c1C	1	2	16	4%	12%	-1%[46.1 µM]	0%	1%	-7%	2
CCCN(CCC)C(=O)c1ccc2c(c1)N(Cc1ccccc1)C(=O)CS2=O (stereo not drawn)	-2	3	0	1%	21%	-6%[46.1 µM]	1%	2%	1%	10
COCC(=O)NNC(=S)Nc1cccc(C)c1C	-7	4	5	?	3%	12%	4%	4%	0%	10
COc1ccc(-n2nc(C(=O)NCC(=O)N3CCCC3)c3ccccc3c2=O)cc1Cl	2	4	-7	10%	-4%	-1%	1%	1%	0%	-7
O=C(NCc1ccco1)c1nnc(Cc2ccc(Cl)cc2)o1	-2	30	-4	-2%	3%	-5%	0%	1%	17%	2
CCn1c(SCC(=O)Nc2ccc(S(N)(=O)=O)cc2)nnc1-c1cccc(OC)c1	-5	-1	-14	5%	?	-8%	1%	-2%	6%	-2
O=C1Nc2ccc(S(=O)(=O)NCCC3=CCCCC3)c3cccc1c23	1	-6	.	-1%	?	2%	-2%	0%	9%	3
C(=N\Nc1nc(N2CCCCCC2)nc(N2CCCCCC2)n1)/c1ccccc1	0	?	-9	-16%	2%	6%	-4%	-4%	1%	-7
COc1ccc(NC(=O)C(=O)NNC(=O)c2cccs2)cc1	4	0	.	-12%	25%	-2%[46.1 µM]	2%	-1%	4%	3
Cc1ccc(NC(=O)Nc2ccccc2F)cc1S(=O)(=O)N1CCOCC1	1	22	19	2%	21µM*	3%	0%	0%	3%	8
Cc1ccc(-c2csc(/C(C#N)=C(\O)CN3CCN(C(=O)c4ccco4)CC3)n2)cc1	0	-2	-26	11%	-2%	4%	-2%	1%	-6%	-11
COc1ccc(NC(=O)C2CCN(C(=O)Cc3ccccc3)CC2)cc1OC	3	0	7	-26%	-13%	-1%	1%	2%	3%	-4
COc1ccc(CCNC(=O)c2ccc3c(c2)SC2=NS(=O)(=O)CCN23)cc1	-2	0	-1	1%	2%	-2%	16%	-2%	-1%	1
Cc1ccc(CNC(=O)C2CCC(=O)N(Cc3ccc(Cl)cc3)C2)cc1F (stereo not drawn)	0	?	-31	-4%	-20%	-5%	-4%	1%	6%	-3
O=C(c1ccccc1)N1CCN(C(=S)NCc2ccc3c(c2)OCO3)CC1	8	5	5	3%	2%	1%[46.1 µM]	2%	-3%	3%	5
COCCNC(=S)N/N=C(\C)c1ccc(OC(F)F)cc1	5	1	1	-6%	0%	-3%	4%	-4%	11%	0
Cc1ccc(NC(=O)CSc2nnc(-c3ccccc3Br)o2)cc1C	-2	7	-2	18%[15.4 µM]	16%	4%	1%	-2%	8%	17
COc1cc(C(=O)NCC(=O)NCC2COc3ccccc3O2)cc(OC)c1OC (stereo not drawn)	6	-3	9	-38%	8%	1%	3%	-4%	7%	7
COC(=O)C1CCN(C(=O)Cc2c(OC)ccc3cc(Br)ccc23)CC1	0	22	-3	-29%	?	-18%	0%	11%	-5%	-5

Some values from the entries so far.
Mito fusion act with `CCn1c(SCC(=O)Nc2ccc(S(N)(=O)=O)cc2)nnc1-c1cccc(OC)c1` stands at -2%
Mito fusion act with `COCC(=O)NNC(=S)Nc1cccc(C)c1C` stands at 4%
USP2a block with `COc1ccc(NC(=O)C(=O)NNC(=O)c2cccs2)cc1` stands at 2%
USP2a block with `Cc1ccc(CNC(=O)C2CCC(=O)N(Cc3ccc(Cl)cc3)C2)cc1F` (stereo not drawn) stands at -4%

Going on with the list:
SMILES	KCNH2 WT inh	TRPV1 ag	KCNH2 3.1 inh	Eya2 phos inh	ELG1 DNA repair	TCR activator	USP2a block	Mito fusion act	A-T KAP1 phos	TSHR antagonist
CCOC(=O)c1ccc(NC(=O)c2ccc[n+]([O-])c2)cc1	5	-2	2	-2%	-4%	3%	1%	6%	4%	-9
COc1ccccc1N(C)S(=O)(=O)c1ccc(C(=O)OCC(=O)N(C(C)C)C(C)C)cc1	22	4	2	-9%	5%	-1%	0%	-23%	2%	-2
Cc1cccc(NC(=O)c2cccc(N3C(=O)C4CCC(C)CC4C3=O)c2)c1C (stereo not drawn)	9	10	-1	-9%	2%	-2%	0%	3%	-4%	10
O=C1C2=C(NC(=S)NC2c2ccc(Cl)cc2)NC(c2ccc(Cl)cc2)N1c1ccc(Cl)cc1 (stereo not drawn)	-2	6	1	-5%	16%	-16%	-10%	-12%	14%	2
COc1ccc(NC(=O)C(=O)NCCCO)cc1Cl	-14	0	-6	-4%	?	-10%	5%	-1%	-6%	2
O=C(OCCOCCN=C1NS(=O)(=O)c2ccccc21)c1ccc(F)cc1	5	1	-7	-8%	0%	0%	-1%	0%	4%	8
CCOCCOC(=O)COc1ccc(N2C(=O)c3ccccc3C2=O)cc1	.	1	.	3%	-3%	.	-1%	1%	3%	-19
Cc1cc(C)c(O)c(NC(=S)NC(=O)Cc2ccccc2)c1	6	81*	15	6%	-12%	2%	3%	1%	0%	-7
O=C(Cn1cnc2c(nnn2Cc2ccc(Cl)cc2)c1=O)NCC1CCCO1 (stereo not drawn)	-30	18	9	-3%	1%	.	0%	-6%	11%	4
COC(=O)C1CC(=O)N(c2ccc(C)cc2)C1 (stereo not drawn)	8	-2	10	-5%	-6%	7%	-1%	-6%	-3%	-27
CCN(CC)C(=O)C1CCCN(C/C=C/c2ccccc2[N+](=O)[O-])C1 (stereo not drawn)	19	-2	3	-2%	3%	.	-1%	4%	-1%	-3
CCc1ccc(NC(=O)CSc2nc(=O)n(CCCN3CCOCC3)c3c2CCCC3)cc1	9	5	-4	-4%	?	-4%	3%	2%	8%	-6
CC(=O)N1CCCc2cc(S(=O)(=O)N3CCCC(C(=O)NCc4ccccc4)C3)ccc21 (stereo not drawn)	3	-3	12	7%	-2%	0%	1%	-4%	7%	29
CC(C(=O)Nc1ccccn1)(c1ccccc1)c1ccccc1	19	15	7	-4%	-11%	-3%	-3%	-2%	13%	13
O=c1cc(CN2CCOCC2)c2cc(Cl)c(O)cc2o1	-4	5	20	-3%	4%	-6%	2%	-3%	3%	-2
Cc1ccc(C(=O)OCC(=O)Nc2ccc(Cl)cn2)s1	0	0	-7	-5%	24%	9%	2%	-10%	0%	0
Cc1nn(C)cc1CNC(=O)C1C2CCC(C2)C1C(=O)O (stereo not drawn)	.	-2	.	-7%	-1%	.	2%	-3%	8%	8
c1cc2c(cc1C1CCCCC1)c1c3n2CCN=C3CCC1	-15	2	-15	1%	-2%	-7%[46.1 µM]	2%	11%	1%	-11
O=C1CCc2cc(S(=O)(=O)Nc3ccccc3)cc3c2N1CC3	6	-4	7	2%	?	-2%	-1%	6%	18%	0
COc1ccc(/C(O)=C/C(=O)C(=O)NNC(=O)c2ccccc2)cc1	-10	23	-5	0%	-3%	7%	-4%	-10%	8%	7
CCCC1C2C(=O)N(c3ccc(OC)cc3)C(=O)C2ON1c1ccccc1 (stereo not drawn)	0	0	9	-22%	-2%	-3%	1%	-2%	4%	4
CN1CCC(N(C)C(=S)NC(=O)C23CC4CC(CC(C4)C2)C3)CC1	3	7	-2	2%	7%	0%[46.1 µM]	2%	-5%	3%	-2
COc1cccc(NC(=O)CN(C)C(=O)Cn2cnc3ccccc3c2=O)c1	10	-3	-10	-15%	1%	1%	1%	-1%	5%	1

Compound profiles (already shown).
Profile of `CCc1ccc(NC(=O)CSc2nc(=O)n(CCCN3CCOCC3)c3c2CCCC3)cc1` → KCNH2 WT inh: 9; TRPV1 ag: 5; KCNH2 3.1 inh: -4; Eya2 phos inh: -4%; ELG1 DNA repair: ?; TCR activator: -4%; USP2a block: 3%; Mito fusion act: 2%; A-T KAP1 phos: 8%; TSHR antagonist: -6
Profile of `Cc1ccc(CNC(=O)C2CCC(=O)N(Cc3ccc(Cl)cc3)C2)cc1F` (stereo not drawn) → KCNH2 WT inh: 0; TRPV1 ag: ?; KCNH2 3.1 inh: -31; Eya2 phos inh: -4%; ELG1 DNA repair: -20%; TCR activator: -5%; USP2a block: -4%; Mito fusion act: 1%; A-T KAP1 phos: 6%; TSHR antagonist: -3

Molecules above that have bromine (2):
SMILES	KCNH2 WT inh	TRPV1 ag	KCNH2 3.1 inh	Eya2 phos inh	ELG1 DNA repair	TCR activator	USP2a block	Mito fusion act	A-T KAP1 phos	TSHR antagonist
Cc1ccc(NC(=O)CSc2nnc(-c3ccccc3Br)o2)cc1C	-2	7	-2	18%[15.4 µM]	16%	4%	1%	-2%	8%	17
COC(=O)C1CCN(C(=O)Cc2c(OC)ccc3cc(Br)ccc23)CC1	0	22	-3	-29%	?	-18%	0%	11%	-5%	-5
